KOR beta-arrestin-1: KOR agonists, beta-arrestin recruitment, primary screen, cell-based, luminescence, uHTS (AID 1777). activation, % at 10 µM; hits with a dose series show EC50 in µM. KOR beta-arrestin recruitment, luminescence; higher % means a stronger effect. actives 0.02% (n = 280,000); in the data active = activation above about 50%, passing the limit was not always enough; also: a part of the inactive calls stands beside numbers as strong as those of hits
HEK293 NOD2/NF-kB: NOD2 signaling inhibitors, cell-based, luminescence, uHTS, HEK293 (AID 1566) | HEK293 NOD2/NF-kB luciferase reporter, luminescence; higher % means a stronger effect | one-dose inhibition, % at 4 µM; EC50 in µM for titrated hits | actives 0.63% (n = 290,000); also: many of its hits are not listed in these tables
West Nile virus CPE: inhibition of WNV-induced cytopathic effect – cell-based, CPE readout (AID 1621); actives 0.02% (n = 290,000); West Nile virus-infected cells, CPE inhibition; higher % means a stronger effect; CPE inhibition, % at 10 µM, or IC50 in µM where a hit was titrated; in the data active = a potency from the dose series; inconclusive = CPE inhibition mostly from about 3.7% at the one dose, without a potency; inactive = the rest, 99 in 100 with CPE inhibition below about 2.2%; also: strong numbers were not always called active
KOR beta-arrestin-2: kappa opioid receptor blockers – cell-based, luminescence, uHTS (AID 1778) | KOR beta-arrestin recruitment, luminescence, antagonist mode; higher % means a stronger effect | one-dose inhibition, % at 10 µM; IC50 in µM for titrated hits | actives 0.091% (n = 290,000); also: strong numbers were not always called active
NOD1 inhibition: NOD1 signaling inhibitors, primary screen, cell-based, luminescence, uHTS (AID 1578); inhibition, % at 4 µM; hits with a dose series show EC50 in µM; actives 1% (n = 290,000); NOD1-driven NF-kB luciferase reporter cells, luminescence; higher % means a stronger effect; in the data active = inhibition mostly above about 36%, no sharp cut-off; inactive = mostly below about 34%;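 also: HEK-293T reporter cells stimulated with the NOD1 agonist gamma-tri-DAP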
AID2073: disruptors of CaV2.2 binding to Mint1 – biochemical, HTRF (AID 2073); inhibition, % at 20 µM, or IC50 in µM where a hit was titrated; HTRF protein-protein interaction, Mint1-CaV2.2; higher % means a stronger effect; actives 0.19% (n = 290,000); in the data active = inhibition mostly above about 51%, no sharp cut-off; inconclusive = no clear call, values can overlap the other calls; inactive = mostly below about 53%; also: some results filed as inactive read as strong as hits
HIV fusion peptide: cell-free HIV fusion peptide-binding blockers – biochemical, uHTS, fluorescence dequenching, primary screen (AID 1986). one-dose inhibition, % at 20 µM; IC50 in µM for titrated hits. actives 0.3% (n = 290,000). cell-free peptide binding, fluorescence dequenching, 30 min; higher % means a stronger effect; in the data active = inhibition mostly above about 52%, no sharp cut-off; inactive = mostly below about 76%; also: some results filed as inactive read as strong as hits
Yfh1-depleted yeast: enhancers of respiration in Yfh1-depleted yeast, dose response, Friedreich's ataxia, plus single-dose screen (AID 1465) | actives 0.074% (n = 220,000) | fold induction at 50 µM, or EC50 in µM where a hit was titrated | S. cerevisiae Yfh1-off respiration, WST-1 reduction, 72 h; higher fold induction means a stronger effect;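 active = fold induction of absorbance versus untreated yeast above a set limit, then at least 30% activation at any dose in follow-up; inconclusive = repeats straddling the limit, or above it without dose testing; inactive = fold induction below the set limit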;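 also: activators that raise dye reduction in frataxin-depleted yeast; strong numbers were not always called active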
Dengue-2 NS5 capping: flavivirus cap methylation enzyme inhibition – biochemical, confirmation dose response, primary screen (AID 588689); actives 0.3% (n = 340,000); one-dose inhibition, % at 25 µM; IC50 in µM for titrated hits; Dengue-2 NS5 methyltransferase capping enzyme assay, biochemical; higher % means a stronger effect; in the data active = a potency from the dose series; inconclusive = inhibition above about 29% without an active follow-up result
* = called active by the depositor; i = inactive; ? = inconclusive; . = no result given; [ ] = another dose, or the depositor's remark. Rule as the data show it, unless noted: active = inhibition above about 50%; inactive = the rest. Some of the compounds tested (hit frequency here may not be typical).

SMILES	KOR beta-arrestin-1	HEK293 NOD2/NF-kB	West Nile virus CPE	KOR beta-arrestin-2	NOD1 inhibition	AID2073	HIV fusion peptide	Yfh1-depleted yeast	Dengue-2 NS5 capping
COc1ccc2cc(N=Cc3nc(-c4ccc(C)cc4)oc3O)cnc2c1	-7.2%	9%	-0.4%	-14%	-5%	10µM*	1.0%	i	20%
Cc1ccc(-n2c3nc(=O)[nH]c(=O)c-3cc3cc([N+](=O)[O-])ccc32)cc1	1.4%	14%	-0.4%	6%	7%	3%	-3.0%	i	23µM*
CCCC(=O)Nc1ccc(-c2csc(NNC(C)=O)n2)cc1	-0.8%	-24%	0.7%	41%	-7%	-30%	-1.8%	i	-8%
O=C(Nc1ccccc1C(=O)NCc1ccccc1)c1ccco1	-2.3%	9%	1.1%	36%	-15%	5%	-1.3%	i	-5%
Cc1c(O)ccc(NS(=O)(=O)c2ccccc2)c1C	2.9%	20%	-0.1%	7%	-52%	-3%	-0.1%	i	4%
COc1cccc(/C=N/n2c(COc3ccccc3)n[nH]c2=S)c1O	1.2%	-26%	0.5%	-6%	-11%	-19%	0.7%	.	2%
O=C(CN1CCCCCC1)Nc1c(Cl)cc(Cl)cc1Cl	-4.7%	-1%	-0.5%	19%[20 µM]	-24%	-3%	2.7%	.	-1%
CCCN1CCn2c3c(c4cc(Br)ccc42)CCCC31 (configuration not stated)	0.8%	24%	-0.5%	-7%	0%	1%	-0.5%	.	-5%
COc1cccc(/C=N/NC(=O)CSc2nnc(C)n2-c2ccccc2)c1OC	11%	17%	0.2%	2%	5%	-1%	-2.1%	i	-6%
Cc1nn(Cc2ccc(Cl)cc2)c(C)c1NC(=O)CSc1n[nH]c(C)c1[N+](=O)[O-]	-2.1%	-26%	-0.8%	-1%	-4%	4%	2.7%	i	-1%
CCOc1cc(OCC)cc(C(=O)Nc2cccnc2)c1	2.7%	12%	-0.5%	10%	-32%	-1%	0.7%	i	-6%
O=c1ccc2c([nH]1)CCCCCCCCCC2	11%	10%	-0.6%	-27%[20 µM]	23%	7%	-0.7%	.	-16%
COc1ccc(NC(=O)CSc2nnc(NC(=O)c3ccc(S(=O)(=O)N4CCOCC4)cc3)s2)cc1	1.3%	-19%	-0.1%	-37%	-17%	-4%	1.8%	i	-3%
CC(=O)/C(=C(/O)c1ccccc1)c1nc2ccccc2[nH]1	-0.9%	-24%	-0.3%	-16%	-41%	1%	-1.9%	i	-5%
CS(=O)(=O)NCCCCCCNS(C)(=O)=O	0.5%	-2%	0.3%	-28%	-30%	-4%	3.2%	i	1%
COc1c(NC(C)=O)c2ccccc2c2ccccc12	2.5%	18%	-0.1%	10%	-3%	7%	0.4%	i	11%
Cc1cccc(-c2nnc3n2N=C(c2ccc(Br)cc2)CS3)c1	1.4%	0%	?	29%	-23%	1%	-0.5%	i	.
COc1ccc(OCC(=O)N/N=C(\C)c2ccc(OC)cc2)cc1	-4.3%	7%	-0.3%	1%	-33%	-8%	-2.1%	i	-4%
CC(C)(C)C(=O)Nc1nnc(Cc2ccccc2)s1	-2.5%	0%	0.0%	-12%	-29%	-4%	1.9%	i	-2%
Fc1ccc(NC(=S)NCCN2CCOCC2)cc1	.	-2%	-0.4%	-18%[20 µM]	-32%	-14%	-1.1%	i	-4%
COC(=O)C/C(O)=C(/N=Nc1cccc(C(F)(F)F)c1)C(=O)OC	6.2%	-12%	0.1%	-48%[20 µM]	21%	-2%	12%	i	-12%
Cc1ccc(S(=O)(=O)N2CCN(Cc3cc(C(C)(C)C)ccc3O)CC2)cc1	0.6%	16%	-1.4%	24%	-2%	5%	2.0%	.	2%
CCOc1ccc(NC(=O)NC2CCS(=O)(=O)C2)cc1 (configuration not stated)	1.8%	-12%	0.3%	-25%	-14%	6%	0.3%	.	-6%
COc1ccc(C/C(N)=N/OC(=O)c2ccco2)cc1OC	-0.5%	1%	0.5%	5%	-27%	2%	-0.6%	i	.
COc1cccc(-c2csc(N3CCN(C(=O)C4CCCCC4)CC3)n2)c1	0.6%	-6%	.	-7%	-16%	5%	3.0%	.	-10%
CC(C)c1ccccc1NC(=O)CC1(CC(=O)O)CCCC1	-0.7%	-16%	0.3%	-5%	-10%	15%	-1.6%	i	-1%
O=C(Nc1ccccc1)N1CCN(c2ncccn2)CC1	0.0%	-2%	0.9%	-34%	-12%	2%	-1.0%	i	-8%
CCOCCCNCc1cn(-c2ccc(F)cc2F)nc1-c1ccccc1C	-1.8%	4%	-2.1%	-7%	-18%	-5%	0.5%	i	-6%
C/C(=C\C(=O)c1ccc(C)cc1)Nc1ccc(N2CCOCC2)cc1	0.0%	3%	-0.3%	4%	-14%	2%	-2.1%	i	.
O=[N+]([O-])c1ccc(S(=O)(=O)N/N=C/c2ccc3c(c2)OCO3)cc1	-5.6%	4%	-0.6%	26%	-23%	3%	-0.6%	.	3%

Single records, as listed above. Order of values: KOR beta-arrestin-1 | HEK293 NOD2/NF-kB | West Nile virus CPE | KOR beta-arrestin-2 | NOD1 inhibition | AID2073 | HIV fusion peptide | Yfh1-depleted yeast | Dengue-2 NS5 capping
Cc1c(O)ccc(NS(=O)(=O)c2ccccc2)c1C is entered as 2.9% | 20% | -0.1% | 7% | -52% | -3% | -0.1% | i | 4%
CCOCCCNCc1cn(-c2ccc(F)cc2F)nc1-c1ccccc1C is entered as -1.8% | 4% | -2.1% | -7% | -18% | -5% | 0.5% | i | -6%

Continuation.
SMILES	KOR beta-arrestin-1	HEK293 NOD2/NF-kB	West Nile virus CPE	KOR beta-arrestin-2	NOD1 inhibition	AID2073	HIV fusion peptide	Yfh1-depleted yeast	Dengue-2 NS5 capping
CC(C)OC(=O)CN1C(=O)C(C)(C)Oc2ccc(C(=O)NC(C)(C)C)cc21	.	10%	0.1%	-4%	-9%	8%	-3.2%	i	-1%
COc1ccc(C2NC(c3ccc(OC)cc3OC)C(C)C(=O)C2C)c(OC)c1 (configuration not stated)	2.5%	-5%	-0.8%	-29%	-46%	-2%	1.4%	i	-18%
CCOC(=O)C1CCN(C(=O)c2cc3c(-c4ccc(OC)c(OC)c4)nn(C)c3s2)CC1	3.2%	0%	1.1%	-10%	-6%	12%	-0.6%	i	-3%
CCC(C)(NC(=O)Cc1c[nH]c2ccccc12)C(=O)NC1CCCCC1 (configuration not stated)	-2.8%	8%	-0.1%	4%	-6%	1%	-1.9%	i	-3%
Cc1nnc(SCC(=O)c2c(N)n(C)c(=O)n(C)c2=O)[nH]c1=O	-1.1%	11%	0.3%	-12%	11%	3%	1.9%	i	2%
COc1ccc2cc(CN(CCCN3CCOCC3)Cc3nnnn3C3CCCC3)c(=O)[nH]c2c1	-8.2%	-1%	0.5%	-12%	4%	9%	-0.1%	i	-7%
COc1ccc(-c2noc(CSc3nnc(Cc4ccccc4)n3-c3ccc(Cl)cc3)n2)cc1	0.9%	4%	-0.2%	-21%	5%	-3%	0.2%	i	-6%
CCC(C)(C)NC(=O)C(c1cccs1)N(CC1CCCO1)C(=O)Cn1nnc2ccccc21 (configuration not stated)	0.8%	6%	0.0%	3%	3%	-3%	-2.6%	i	-1%
CC(=O)c1ccc(N2Cc3ccccc3/C2=N\C(=O)Nc2ccccc2)cc1	-1.5%	-3%	-0.3%	20%	-25%	10%	2.7%	i	-7%
CCCCSc1nnc(-c2ccc(NC(C)=O)cc2)n1C	0.7%	6%	-0.1%	25%	-34%	-8%	-0.8%	i	1%

Exported with two lines to a compound: entries from further up
Value order: KOR beta-arrestin-1 | HEK293 NOD2/NF-kB | West Nile virus CPE | KOR beta-arrestin-2 | NOD1 inhibition | AID2073 | HIV fusion peptide | Yfh1-depleted yeast | Dengue-2 NS5 capping
CS(=O)(=O)NCCCCCCNS(C)(=O)=O
    0.5% | -2% | 0.3% | -28% | -30% | -4% | 3.2% | i | 1%
COc1c(NC(C)=O)c2ccccc2c2ccccc12
    2.5% | 18% | -0.1% | 10% | -3% | 7% | 0.4% | i | 11%
Cc1cccc(-c2nnc3n2N=C(c2ccc(Br)cc2)CS3)c1
    1.4% | 0% | ? | 29% | -23% | 1% | -0.5% | i | .
COc1ccc(OCC(=O)N/N=C(\C)c2ccc(OC)cc2)cc1
    -4.3% | 7% | -0.3% | 1% | -33% | -8% | -2.1% | i | -4%
CC(C)(C)C(=O)Nc1nnc(Cc2ccccc2)s1
    -2.5% | 0% | 0.0% | -12% | -29% | -4% | 1.9% | i | -2%
Fc1ccc(NC(=S)NCCN2CCOCC2)cc1
    . | -2% | -0.4% | -18%[20 µM] | -32% | -14% | -1.1% | i | -4%
COC(=O)C/C(O)=C(/N=Nc1cccc(C(F)(F)F)c1)C(=O)OC
    6.2% | -12% | 0.1% | -48%[20 µM] | 21% | -2% | 12% | i | -12%
Cc1ccc(S(=O)(=O)N2CCN(Cc3cc(C(C)(C)C)ccc3O)CC2)cc1
    0.6% | 16% | -1.4% | 24% | -2% | 5% | 2.0% | . | 2%
CCOc1ccc(NC(=O)NC2CCS(=O)(=O)C2)cc1 (configuration not stated)
    1.8% | -12% | 0.3% | -25% | -14% | 6% | 0.3% | . | -6%
COc1ccc(C/C(N)=N/OC(=O)c2ccco2)cc1OC
    -0.5% | 1% | 0.5% | 5% | -27% | 2% | -0.6% | i | .

(listing goes on)
SMILES	KOR beta-arrestin-1	HEK293 NOD2/NF-kB	West Nile virus CPE	KOR beta-arrestin-2	NOD1 inhibition	AID2073	HIV fusion peptide	Yfh1-depleted yeast	Dengue-2 NS5 capping
CCOC(=O)C1CCCN(c2c(NCC3CCCN3CC)c(=O)c2=O)C1 (configuration not stated)	-12%	14%	0.3%	14%	-9%	20%	-0.2%	i	-3%
COc1ccc2nc(NC(=O)c3ccc(-n4nc(C)cc4C)cc3)sc2c1	6.3%	3%	1.2%	16%	-27%	36%	-0.1%	i	-2%
CCOc1ccccc1NC(=S)NCC1CCCO1 (configuration not stated)	4.5%	-10%	1.0%	3%	-27%	-12%	-0.5%	i	2%
O=C(NNC(=O)c1ccccc1Cl)c1ccncc1	1.5%	-1%	-0.2%	2%	-24%	4%	3.0%	i	-3%
CCOC(=O)c1c(C)[nH]c(C)c1S(=O)(=O)NCCc1ccc(SC)cc1	3.7%	22%	-0.8%	-12%	3%	7%	-0.4%	.	-4%
Cc1ccc(C(=O)N/C(=C\c2ccco2)C(=O)NCCc2c[nH]c3ccccc23)cc1	-3.8%	4%	-0.7%	14%	-13%	32%	7.1%	i	1%
CC(C)C(C(=O)NCC1CCCO1)N(C(=O)CNS(=O)(=O)c1ccc(F)cc1)c1ccccc1 (configuration not stated)	-2.4%	-12%	0.6%	0%	-28%	11%	-0.2%	.	-14%
COc1ccc(Cl)cc1S(=O)(=O)n1c([N+](=O)[O-])cnc1C	1.0%	12%	-0.4%	-2%[20 µM]	-10%	6%	-0.5%	.	-6%
